Bioassay records deposited in PubChem by NCI.
Growth percent in the NCI-60 one-dose screen (48 h, 10 µM unless noted): 100 = growth as untreated, 0 = no growth, -100 = all killed.
SNB-75 = SNB-75 CNS cancer | actives 5% (n = 79,000) | AID 1794750
HT29 = HT29 colon cancer; actives 7.4% (n = 81,000)
HCC-2998 = HCC-2998 colon cancer; actives 4.7% (n = 79,000); AID 1794799
SF-539 = SF-539 CNS cancer; actives 6.8% (n = 81,000); AID 1794752
KM12 = KM12 colon cancer cells; actives 5% (n = 82,000); AID 1794800
PC-3 = PC-3 prostate cancer cells; actives 3.9% (n = 80,000)
SNB-19 = SNB-19 CNS cancer cells; actives 2.5% (n = 81,000); AID 1794751
DU-145 = DU-145 prostate cancer; actives 4.2% (n = 81,000); AID 1794760
SW-620 = SW-620 colon cancer; AID 1794795; actives 5.2% (n = 82,000)
* marks the source's active call; other numbers are inactive results; . = not tested or not shown; & = joins results of further samples. How the source made its calls: active means growth percent below 10; inactive means the rest.

Structure	SNB-75	HT29	HCC-2998	SF-539	KM12	PC-3	SNB-19	DU-145	SW-620
COc1cc(CNC(=O)/C=C/c2ccc3c(c2)OCO3)ccc1OCc1cn(-c2ccccc2)nn1	130	114	105	88	105	109	85	103	.
c1ccc(NN=C(c2ccccc2)c2ccccc2)cc1	95	81	104	94	93	89	95	107	.
Cc1cc(C#Cc2ccccc2)ccc1-n1c(/C=C/c2ccc(O)cc2)nc2ccccc2c1=O	74	61	89	83	57	40	78	77	74
O=C(Nc1ccc(S(=O)(=O)N2CCOCC2)cc1)c1ccc(CN2CCc3ccccc3C2)cc1	74	64	94	.	85	63	68	94	86
C=CCNC(=S)Nc1cccc(Cl)c1	98	107	103	108	104	84	115	110	106
CNC(=O)c1cc(Oc2ccc3nc(Nc4ccc(Cl)c(C(F)(F)F)c4)ccc3c2)ccn1	83	40	66	85	53	22	77	76	104
S=c1oc(-c2cc(Cl)cc(Cl)c2Cl)nn1CN1CCOCC1	86	106	112	103	97	108	91	107	104
O=C(CNc1nc(-c2cccc([N+](=O)[O-])c2)cs1)Nc1ccc(Cl)cc1[N+](=O)[O-]	97	106	110	105	100	100	101	117	105
O=C1C=CC(=O)C2=C1CCCC2	80	109	123	104	92	83	93	101	.
CCOP(=O)(OCC)c1nc(CNC(=O)/C(=C\c2ccccc2)NC(=O)c2ccccc2)oc1N1CCCCC1	80	102	107	105	107	95	94	109	100
CNC(=O)c1[nH]cc(-c2ccc(OC)cc2)c1-c1cc(OC)c2c(c1OC)OCO2	67	108	101	103	104	92	94	110	103
CC1CC(=O)NC(=O)N1Cc1ccccc1 (centres undefined)	94&91	111	101&100	103&96	106&102	.	96&110	119&117	112&102
NCC1CCCCO1 (centres undefined)	92	112	110	93	104	102	110	111	107
CN1CCc2c(sc3ncnc(N/N=C/c4ccc(Cl)c(Cl)c4)c23)C1	80	-47*	-48*	-62*	23	54	42	49	-68*
CCOC(=O)c1sc2ncnc(Nc3ccc4c(cnn4C(=O)Nc4ccc(C)c(Cl)c4)c3)c2c1C	110	90	94	104	95	.	103	102	102

Some of these compounds in order of number of heavy atoms, ascending.
Structure	SNB-75	HT29	HCC-2998	SF-539	KM12	PC-3	SNB-19	DU-145	SW-620
O=C1C=CC(=O)C2=C1CCCC2	80	109	123	104	92	83	93	101	.
C=CCNC(=S)Nc1cccc(Cl)c1	98	107	103	108	104	84	115	110	106
CNC(=O)c1[nH]cc(-c2ccc(OC)cc2)c1-c1cc(OC)c2c(c1OC)OCO2	67	108	101	103	104	92	94	110	103
CCOC(=O)c1sc2ncnc(Nc3ccc4c(cnn4C(=O)Nc4ccc(C)c(Cl)c4)c3)c2c1C	110	90	94	104	95	.	103	102	102
CCOP(=O)(OCC)c1nc(CNC(=O)/C(=C\c2ccccc2)NC(=O)c2ccccc2)oc1N1CCCCC1	80	102	107	105	107	95	94	109	100

(next part)
Structure	SNB-75	HT29	HCC-2998	SF-539	KM12	PC-3	SNB-19	DU-145	SW-620
N#Cc1c(Nc2cccc(Cl)c2)sc(C(=O)c2cc3cc(Cl)ccc3o2)c1N	101	80	105	84	34	63	98	31	18
O[C@@H]1CCO[C@H](c2ccc3ccccc3c2)C1	97	100	99	99	104	96	101	102	105
Clc1cccc(Nc2ncnc3ccc(-c4cncc(-c5nn[nH]n5)c4)cc23)c1	98	92	106	98	103	76	107	103	106
COc1ccc(NC(=O)[C@H](C)NC(=O)OC(C)(C)C)cc1C(=O)Nc1cccc(C2CC(=O)c3c(cc(OC)c(OC)c3OC)O2)c1 (some centres undefined)	100	62	91	73	48	38	74	56	65
O=C(/C=C/c1ccc(Oc2ccc(Cl)cc2)cc1)c1ccc(Cl)cc1	93	95	102	103	96	106	99	107	94
N[C@@H](Cc1cc(I)c(Oc2cc(I)c(O)c(I)c2)c(I)c1)C(=O)O	76	98	102	93	114	64	108	82	100
C=CCN(CCOC(=O)c1ccc([N+](=O)[O-])cc1)CCOC(=O)c1ccc([N+](=O)[O-])cc1	84	111	105	110	103	85	108	.	100
CC[C@H](C)OC(=O)c1nn(C(C)=O)c2ccccc12	.	118	97	105	103	100	100	105	109
O=c1ccn(C2CC(O)C(O)C(CO)O2)c(=O)[nH]1 (centres undefined)	.	113	117	107	121	90	110	121	114
COc1ccc(-c2ccc3c4c(cccc24)C(=O)N(c2nc4ccccc4s2)C3=O)cc1	89	105	113	104	87	88	96	95	91
N#Cc1ccccc1Cn1c2nc(=N)c3ccccc3c-2nc2ccccc21	94	15	60	83	61	57	66	60	55
CCCN(c1ccc(Cl)cc1)c1nc(-c2ccc(Br)cc2)cs1	112	100	105	105	93	97	107	103	95
O=C(Nc1ccc(C2=NCCN2)cc1)c1cccc(NC(=S)Nc2ccc(C3=NCCN3)cc2)c1	88	99	90	105	104	99	96	110	101
C/C(CCC(=O)O)=N\Nc1ccc([N+](=O)[O-])cc1[N+](=O)[O-]	92	100	110	94	85	96	96	98	106
COc1cccc2c1C(=O)c1c(O)c3c(c(O)c1C2=O)C[C@@](O)(C(=O)CO)C[C@@H]3OC1CC(OC(C)=O)C(OC(C)=O)C(C)O1 (some centres undefined)	-31*	-59*	-72*	-34*	-39*	5.5*	-8.8*	-51*	3.7*

Full records, looked up by structure. Order of values: SNB-75	HT29	HCC-2998	SF-539	KM12	PC-3	SNB-19	DU-145	SW-620
`C=CCN(CCOC(=O)c1ccc([N+](=O)[O-])cc1)CCOC(=O)c1ccc([N+](=O)[O-])cc1` reads 84	111	105	110	103	85	108	.	100
`C/C(CCC(=O)O)=N\Nc1ccc([N+](=O)[O-])cc1[N+](=O)[O-]` reads 92	100	110	94	85	96	96	98	106
`COc1cccc2c1C(=O)c1c(O)c3c(c(O)c1C2=O)C[C@@](O)(C(=O)CO)C[C@@H]3OC1CC(OC(C)=O)C(OC(C)=O)C(C)O1` (some centres undefined) reads -31*	-59*	-72*	-34*	-39*	5.5*	-8.8*	-51*	3.7*
`O[C@@H]1CCO[C@H](c2ccc3ccccc3c2)C1` reads 97	100	99	99	104	96	101	102	105
`COc1ccc(-c2ccc3c4c(cccc24)C(=O)N(c2nc4ccccc4s2)C3=O)cc1` reads 89	105	113	104	87	88	96	95	91

Additional results follow:
Structure	SNB-75	HT29	HCC-2998	SF-539	KM12	PC-3	SNB-19	DU-145	SW-620
C/C(=C1\S/C(=N\O)NC1=O)c1ccc(N)cc1	95	103	99	92	90	93	99	93	92
CCN1CCN(C(=O)[C@]23CC[C@@H](C)[C@H](C)[C@@H]2C2=CC[C@@H]4[C@@]5(C)CCC(=O)C(C)(C)[C@@H]5CC[C@@]4(C)[C@]2(C)CC3)CC1	-3.5*	-12*	0.6*	-80*	6.9*	4.7*	21	42	-50*
C[C@H](c1nc2ccc(Cl)cc2[nH]1)[C@H]1CC[C@H]2[C@@H]3CCC4=CC(=O)CC[C@]4(C)[C@H]3CC[C@]12C	68	64	97	84	91	82	93	94	93
CN(C(=N)N)c1ccccc1	97	110	115	117	99	101	108	102	102
COc1ccc(/C=C/C(c2cc(OC)c(OC)c(OC)c2)n2ccnc2)cc1O (centres undefined)	20	71	77	23	29	25	47	38	17
COC(=O)C(Cc1cnc[nH]1)NC(=O)CCCn1c(C)c(C)c2c1N=C(SC)N1CC(=O)N=C21 (centres undefined)	79	96	103	91	106	88	94	113	98
CNCCNC	87	103	106	109	99	99	105	102	91
CC(C)c1ccc(-c2cnc3nonc3n2)cc1	54	30	61	14	31	19	41	31	30
CC(=O)c1ccc(NC(=O)c2cc(-c3ccc(S(C)(=O)=O)cc3)nc3ccccc23)cc1	65	108	106	98	98	92	95	102	104
CCn1cc2c(cc1=O)-c1nc3ccccc3c3ccnc(c13)C2=O	47	57	79	.	79	64	37	37	46
CCOC(=O)C1(C(=O)OCC)N=C(c2ccccc2)C=C1c1ccccc1	81	76	105	94	94	84	95	106	93
Cc1ccc(-c2nc(Nc3ccc(C)c(S(N)(=O)=O)c3)c3ccccc3n2)cc1	116	43	49	-31*	40	44	91	35	37
N=C(N)c1ccccc1	82	101	99	95	102	94	100	109	96
Clc1ccc(-c2csc(N/N=C/c3nc4ccccc4n3C3CC3)n2)cc1	82	100	105	99	.	98	98	113	107
O/N=C/c1ccncc1	96	94	102	115	105	96	122	103	102
C#CCOc1cc(N(CC)CC)ccc1C(C(=O)NC(C)(C)C)N(C(=O)C1CCc2cc(F)ccc2O1)c1ccc(Br)cc1 (centres undefined)	99	77	100	81	60	39	91	97	78
Cc1nn(-c2ccccc2)c(Oc2ccc(Cl)cc2)c1/C=N\N=c1/sc2ccccc2n1C	74	85	103	107	95	62	99	108	78
O=C(/C=C/C12c3ccccc3C(c3ccccc31)C1C(=O)N(c3ccccc3)C(=O)C12)c1ccc(Cl)cc1 (centres undefined)	72	8.4*	-24*	0.7*	7.2*	22	39	22	7.6*
CCNC(=O)Oc1ccc(/C(=C(/C)c2ccc(Cl)cc2)c2ccc(OCCN(C)C)cc2)cc1	75	15	81	66	90	63	81	92	82
COc1cc(C)cc(-c2nn(CC(N)=O)cc2-c2ccnc(Oc3ccccn3)n2)c1	75	95	102	94	101	96	104	107	93
O=C(OCC1CC2(Cl)C(Cl)=C(Cl)C1(Cl)C2(Cl)Cl)C1C(C(=O)OCC2CC3(Cl)C(Cl)=C(Cl)C2(Cl)C3(Cl)Cl)C2(Cl)C(Cl)=C(Cl)C1(Cl)C2(Cl)Cl (centres undefined)	98	100	102	98	101	105	106	97	107
Nc1nc(NC(=O)Nc2ccc(F)cc2)nn1-c1ccc(S(N)(=O)=O)cc1	101	104	107	95	91	93	96	97	86
COc1cccc(-c2cc(-c3cc4ccccc4oc3=O)nc(N)n2)c1	.	117	.	132	95	89	106	112	103
COC(=O)C(c1ccccc1)C(O)c1ccccc1 (centres undefined)	91	93	104	103	100	93	102	106	102
COc1ccc([C@H]2[C@H](C(=O)Nc3cccnc3)c3ccccc3C(=O)N2c2ccccc2)cc1	99	81	100	114	61	.	88	107	91
O=C(Cc1nc2cc(Cl)c(Cl)cc2nc1CC(=O)c1ccncc1)c1ccncc1	87	70	98	70	79	57	.	60	85
C=C1CCC2C(C)(CO)C(O)CCC2(C)C1C/C=C1/C(=O)OCC1Oc1ccccc1C (centres undefined)	.	43	125	81	78	86	83	83	18
Cc1ccc2c(c1)C(O)(CC(=O)c1cc3ccccc3oc1=O)C(=O)N2 (centres undefined)	86	109	113	90	95	93	96	105	98
CCCSc1nc(N)nc2c1ncn2CC(C)C	100	102	100	101	105	94	96	109	100
O=C(Cn1cc(CO)nn1)Nc1nc(-c2ccc(F)cc2)cs1	71	104	106	104	105	100	97	114	110
O=C1OC(c2ccccc2)c2ccccc21 (centres undefined)	92	103	92	100	94	96	95	100	93
COC(=O)CNC(=O)C(=O)c1c(O)c(O)c(C(C)C)c2cc(C)c(-c3c(C)cc4c(C(C)C)c(O)c(O)c(C(=O)C(=O)NCC(=O)OC)c4c3O)c(O)c12	57	6.1*	34	19	16	19	18	25	16
COc1ccc(-c2cc(-c3cccnc3)nc(SCC(=O)c3ccc(Cl)cc3)c2C#N)cc1OC	81	.	97	77	93	66	101	86	102
Nc1nc2c(c3ncccc13)C(c1ccc(Cl)c(Cl)c1)Cc1ncccc1-2 (centres undefined)	16	6.4*	42	.	21	20	32	36	22
Cc1ccc(S(=O)(=O)N(C(=S)OCCN2C(=O)c3ccccc3C2=O)c2c(F)cccc2F)cc1	85	98	108	94	82	108	87	97	95
CN[C@H]1CCc2cc(OC)c(OC)c(OC)c2-c2ccc(O)c(=O)cc21	94	93	96	99	91	88	100	96	98
Cc1nc(Nc2ccc(NC(=O)Nc3ccc(Cl)cc3)cc2)c2ccccc2n1	115	98	111	103	109	111	107	111	111
